From PubChem
Giardia killer = Giardia lamblia killing; activity change, % at 7.66 µM, hits read low; AID 540267; hit rate 0.15% among 340,000; Giardia lamblia trophozoite viability; in the data active = activity change below about -80%; inconclusive = between about -30% and that limit;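 note: parasites exposed to compound for two days anaerobically before the ATP read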
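Giardia trophozoites, 100 cells per well, were exposed to compounds for 48 hrs at 37 deg C under anaerobic conditions; viability was then read as ATP content by bioluminescence after 15-30 min at room temperature.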
FBPA coupling cs = inhibits coupling enzyme system, counter-screen for aldolase hits; coupling enzyme system counterscreen, AmpLite Red fluorescence; activity change, negative = inhibition, % at 58.2 µM, hits read low; hit rate 0.67% among 290,000; AID 2472; in the data active = activity change below about -30%
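Activity here indicates interference with the coupling reaction, not aldolase inhibition. Compounds at 57.5 uM final met coupling enzymes for 10 min at RT; substrate and AmpLite Red detection followed, with a 525/598 nm fluorescence read after 20 min.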
KCNH2 3.1 inh = blocks the human KCNH2 3.1 channel isoform; U2OS KCNH2 3.1, thallium flux FluxOr; active compounds read low; activity change, % (tested at about 1.8 µM); hit rate 0.95% among 340,000; AID 720553;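 active = maximum activity change below -70%; inconclusive = maximum activity change from -70% to -50%; inactive = maximum activity change above -50%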;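 note: thallium influx rate constant from kinetic fluorescence after stimulation buffer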
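Channel expression came from 3.1 mutant virus (1.77 x 10^8 /mL) applied to suspended U2OS cells for 4 h. Flux was tracked with FluxOr dye plus Red40 quencher, and kinetic rate constants normalized to controls.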
hERG WT inh = inhibitors of human wildtype KCNH2 potassium channel | activity change, % at 1.84 µM | U2OS, BacMam KCNH2, thallium flux FluxOr; active compounds read low | hit rate 0.37% among 340,000 | Q12809;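 active = maximum activity change below -70%; inconclusive = maximum activity change between -70% and -50%; inactive = maximum activity change above -50%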
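U2OS cells were transduced with wild-type KCNH2 virus (2.03 x 10^8 / mL) for 4 h at room temperature, then cultured overnight at 37 C. Thallium flux was read with FluxOr dye. Rate constants were normalized to DMSO controls.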
B2AR arrestin = beta2AR (human) beta-arrestin recruitment activity. beta-arrestin recruitment to beta2AR, cell-based reporter. Potency, µM (top dose mostly 46.1 µM), without a hit: at the top dose activation, hits mostly activators. P07550. hit rate 0.02% among 330,000;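 note: potency is the fitted concentration of half-maximal effect; 0% = DMSO controls and full agonism = EC100 isoproterenol or metaproterenol; nearly all actives have a fitted effect of over 65% in size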
Target sequence (P07550 whole entry, looked up): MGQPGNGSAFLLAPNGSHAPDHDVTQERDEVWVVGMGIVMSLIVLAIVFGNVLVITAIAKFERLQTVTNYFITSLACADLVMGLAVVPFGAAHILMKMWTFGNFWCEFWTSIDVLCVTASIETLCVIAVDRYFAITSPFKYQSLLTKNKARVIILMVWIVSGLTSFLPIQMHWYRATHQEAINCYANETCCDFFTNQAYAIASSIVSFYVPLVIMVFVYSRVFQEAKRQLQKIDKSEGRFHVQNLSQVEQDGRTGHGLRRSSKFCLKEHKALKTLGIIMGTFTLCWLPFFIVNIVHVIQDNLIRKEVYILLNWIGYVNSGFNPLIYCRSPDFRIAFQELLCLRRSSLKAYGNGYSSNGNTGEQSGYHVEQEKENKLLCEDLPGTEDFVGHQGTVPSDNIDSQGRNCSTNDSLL
Eya2 phos inh = blocks the phosphatase activity of human Eya2. O00167. recombinant Eya2, OMFP fluorescence dephosphorylation (OMFP is methylfluorescein phosphate). Potency, µM (highest dose often 76.9 µM), inactives show at the highest dose activity, negative = inhibition, hits mostly inhibitors. hit rate 0.006% among 330,000. AID 488837; note: potency is the fitted concentration of half-maximal effect
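Eya2 protein (added as 0.2 uM solution) was preincubated with compound for 10 min at ambient temperature in 50 mM HEPES pH 7.5, 50 mM NaCl, 5 uM MgCl2, 0.05% BSA, 1 mM DTT. OMFP (added at 50 uM) then reacted 10 min; fluorescence read at 485/525 nm.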
USP2a block = inhibitors of human ubiquitin-specific protease USP2a | USP2 core, Ub-CHOP2 coupled fluorogenic reporter, 485/531 | hit rate 0.01% among 330,000 | AID 463254 | Potency, µM (doses to about 38.3 µM), inactives show top-dose activity change, negative = inhibition, usual class: inhibitors;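 note: potency is the fitted concentration of half-maximal effect; plate controls were DMSO wells for no effect and full inhibition by NEM control for full effect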
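USP2 core (10nM final) preincubated 30min RT with compound in 20mM Tris-HCl pH 8.0, 2mM CaCl2, 2mM beta-mercaptoethanol, 0.05% CHAPS; 25nM Ub-CHOP2 plus 25nM reporter substrate added, fluorescence (Ex485/Em531) read after 60min.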
uPA generation = inhibitors of cell surface uPA generation. Potency, µM (doses to about 38.3 µM), inactives show at the highest dose activity change, negative = inhibition, actives largely listed as inhibitors. hit rate 0.31% among 330,000. cell surface uPA generation assay, qHTS; active = well fitted inhibition curve with a large enough effect; inconclusive = small, poorly fitted or top-dose-only effect; inactive = no such curve, though single readings can be large or run the other way; tested in mouse RAW 264.7 cells; note: potency is the fitted concentration of half-maximal effect; nearly all actives have a fitted effect of over 55% in size
BCR signal inh = chronic active BCR signaling inhibition | hit rate 0.05% among 340,000 | ABC-DLBCL IkBa-CBG/CBR reporter, luminescence ratio, 4 h | Potency, µM (highest dose often 46.1 µM), inactives show at the top dose ratio change, negative = lower green/red ratio, actives largely listed as inhibitors | AID 493014; active = well fitted inhibition curve with a large enough effect in the signal ratio, with a control signal flat, not every such curve was filed as active; inconclusive = small, poorly fitted or top-dose-only effect, or effect the other way, or a change in a side signal; the % refers to the signal ratio;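 note: potency is the fitted concentration of half-maximal effect; plate controls were basal doxycycline-induced cells for no effect and cells given 10 µM MG132 for full effect; MG132 reads +100%, hits lower the ratio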
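Concentration-response series (up to 46 uM) were applied to TMD8 dual-reporter cells for 4 h at 37C with doxycycline. Green/red ratio, after filter-overlap correction, defined %Activity; red signal alone was normalised to basal cells and zero luminescence.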
GALK inhibitor = blocks human galactokinase activity. Purified GALK, Kinase-Glo residual ATP luminescence. AID 1868. hit rate 0.007% among 270,000. P51570. Potency, µM (series often up to 57.5 µM), inactives show top-dose activity change, negative = inhibition, most hits filed as inhibitors; note: potency is the fitted concentration of half-maximal effect
Target sequence (P51570 whole entry, looked up): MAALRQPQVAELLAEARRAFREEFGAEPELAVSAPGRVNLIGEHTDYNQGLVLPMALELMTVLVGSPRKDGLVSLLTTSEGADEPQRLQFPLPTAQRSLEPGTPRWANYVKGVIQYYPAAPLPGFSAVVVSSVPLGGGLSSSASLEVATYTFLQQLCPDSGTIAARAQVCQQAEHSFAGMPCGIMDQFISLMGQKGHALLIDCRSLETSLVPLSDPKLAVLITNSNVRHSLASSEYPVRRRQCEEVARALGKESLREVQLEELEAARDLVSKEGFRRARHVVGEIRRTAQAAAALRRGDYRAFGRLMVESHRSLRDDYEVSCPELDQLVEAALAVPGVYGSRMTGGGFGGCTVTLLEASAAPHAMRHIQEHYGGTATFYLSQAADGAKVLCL
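Human GALK (5 nM) with 35 uM ATP and 100 uM galactose in 20 mM HEPES pH 8.0, 5 mM MgCl2, 60 mM NaCl, 1 mM DTT, 0.01% BSA. After 1 h at room temperature, leftover ATP was read by Kinase-Glo Plus luminescence.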
PKM2 activator = increases activity of human pyruvate kinase M2; P14618; Potency, µM (highest dose often 57.5 µM), for inactives: at the highest dose activation, most hits filed as activators; hit rate 0.34% among 260,000; purified PKM2, Kinase-Glo ATP luminescence, activation; response scale: 0% is enzyme alone, no compound; AID 1631; note: potency is the fitted concentration of half-maximal effect; nearly all actives have a fitted effect of over 55% in size
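hPK-M2, >95% pure; 0.1 mM ADP / 0.5 mM PEP final; imidazole pH7.2 buffer w/ 7 mM MgCl2, 50 mM KCl; 1 h RT; Kinase-Glo lum. Intermediate enzyme activity for dual inhibitor/activator qHTS.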
* marks the source's active call; other numbers are inactive results; [ ] = remark or other dose. Unless noted, calls come from the whole dose curve; as a rule, active = well fitted curve in the direction sought with a large enough effect; inconclusive = small, poorly fitted or top-dose-only effect, or another doubt; inactive = no such curve, though single readings can be large; an effect the other way counts as inactive or inconclusive. Unless noted, % is set by controls: 0 for no effect and ±100 for the full control effect.

`c1ccc(-c2nc(SCc3nc4ccccc4[nH]3)c3oc4ccccc4c3n2)cc1` gave Giardia killer 15, B2AR arrestin -0.4%, Eya2 phos inh 8%, USP2a block 1%, uPA generation 0% and BCR signal inh 9%.
For Cc1c(C(N)=O)sc2ncn(CC(=O)N3CCC(C)CC3)c(=O)c12 the results were Giardia killer 6, FBPA coupling cs 2, KCNH2 3.1 inh -10, hERG WT inh -3, B2AR arrestin -0.1%, Eya2 phos inh 14%, USP2a block 1%, BCR signal inh 3%, GALK inhibitor -4% and PKM2 activator -2%.
Screening O=C(c1ccco1)N1CCN(C(=O)c2ccccc2NS(=O)(=O)c2ccc(F)cc2)CC1 returned Giardia killer 11, FBPA coupling cs 5, KCNH2 3.1 inh 13, hERG WT inh 10, B2AR arrestin -0.9%, Eya2 phos inh 6%, USP2a block 3%, uPA generation -4%, BCR signal inh 5%, GALK inhibitor 6% and PKM2 activator -7%.
For Cc1cccc(C)c1NC(=O)CN(C)C(=O)c1cccc(S(=O)(=O)N2CCN(c3ccc(F)cc3)CC2)c1 the results were Giardia killer 9, KCNH2 3.1 inh -8, hERG WT inh -17, B2AR arrestin -0.3%, Eya2 phos inh -11%, USP2a block 3%, uPA generation -7% and BCR signal inh 2%.
`Cc1ccc(C(=O)N(Cc2cccnc2)Cc2cc3cc(C)ccc3n3nnnc23)cc1` gave Giardia killer 1, FBPA coupling cs 9, KCNH2 3.1 inh -3, B2AR arrestin -0.2%, Eya2 phos inh 6%, USP2a block 7%, uPA generation -6%, BCR signal inh 1%, GALK inhibitor 5% and PKM2 activator 0%.
CCN(C[C@H]1N[C@@](C)(C(=O)OC)[C@H]2C(=O)N(C)C(=O)[C@@H]12)C(=O)c1ccc(C(C)(C)C)cc1 was read as Giardia killer -7, KCNH2 3.1 inh -30, hERG WT inh -1, B2AR arrestin -0.8%, Eya2 phos inh 0%, USP2a block 0%, uPA generation 9% and BCR signal inh -2%.
For COc1ccc(CNC(=O)Cn2nc(C(F)(F)F)c(Br)c2C)cc1 the results were Giardia killer -8, FBPA coupling cs 0, KCNH2 3.1 inh -12, hERG WT inh -10, B2AR arrestin 0.0%, Eya2 phos inh 1%, USP2a block -1%, uPA generation -4%, BCR signal inh 1%, GALK inhibitor -2% and PKM2 activator -3%.
`CCOc1ccc(Cc2nnc(SCC(=O)c3ccc(OC)cc3)o2)cc1` gave Giardia killer -9, FBPA coupling cs 2, KCNH2 3.1 inh -13, hERG WT inh -20, B2AR arrestin 0.0%, Eya2 phos inh -4%, USP2a block 0%, uPA generation 5%, BCR signal inh inconclusive, GALK inhibitor 0% and PKM2 activator 0%.
`Cc1ccccc1N1CCN(C(=O)c2ccccc2NC(=O)C2CC=CCC2C(=O)O)CC1` (stereo not given) gave Giardia killer 6, FBPA coupling cs 1, KCNH2 3.1 inh -9, hERG WT inh 0, B2AR arrestin 0.5%, Eya2 phos inh -5%, USP2a block 3%, uPA generation 6%, BCR signal inh 4%, GALK inhibitor -1% and PKM2 activator -4%.
Screening COc1ccccc1N1CCN(C(=O)c2noc(C(C)C)c2[N+](=O)[O-])CC1 returned Giardia killer 10, KCNH2 3.1 inh -5, hERG WT inh -14, B2AR arrestin 0.0%, Eya2 phos inh 3%, USP2a block 3%, uPA generation -5%, BCR signal inh -4% and GALK inhibitor 2%.

Among those listed so far, these have an aryl thioether with sulfur outside any ring.
`c1ccc(-c2nc(SCc3nc4ccccc4[nH]3)c3oc4ccccc4c3n2)cc1` gave Giardia killer 15, B2AR arrestin -0.4%, Eya2 phos inh 8%, USP2a block 1%, uPA generation 0% and BCR signal inh 9%.
`CCOc1ccc(Cc2nnc(SCC(=O)c3ccc(OC)cc3)o2)cc1` gave Giardia killer -9, FBPA coupling cs 2, KCNH2 3.1 inh -13, hERG WT inh -20, B2AR arrestin 0.0%, Eya2 phos inh -4%, USP2a block 0%, uPA generation 5%, BCR signal inh inconclusive, GALK inhibitor 0% and PKM2 activator 0%.

New compounds follow.
Screening CC(NC(=O)c1ccc(Br)cc1)c1ccccc1 (stereo not given) returned Giardia killer -7, FBPA coupling cs 0, KCNH2 3.1 inh 3, hERG WT inh 1, B2AR arrestin -2.8%, Eya2 phos inh -4%, USP2a block -5%, uPA generation 4%, BCR signal inh 0% and PKM2 activator -5%.
N#Cc1sc(NCc2cccc(Cl)c2)nc1Cl was read as Giardia killer inconclusive, FBPA coupling cs -1, KCNH2 3.1 inh 22, hERG WT inh -2, B2AR arrestin 0.0%, Eya2 phos inh 11%, USP2a block 1%, uPA generation -3%, BCR signal inh 10% and GALK inhibitor 4%.
`COc1ccc(C(=O)NNC(=O)C(=O)NC(C)c2ccccc2)cc1OC` (stereo not given) gave Giardia killer 5, FBPA coupling cs 2, KCNH2 3.1 inh 10, hERG WT inh 5, B2AR arrestin -0.1%, Eya2 phos inh 18%, USP2a block -1%, uPA generation 19%, BCR signal inh -22%, GALK inhibitor 0% and PKM2 activator -4%.
`Cc1ccc(NC(=O)CN(c2ccc(Cl)cc2)S(=O)(=O)c2cc([N+](=O)[O-])ccc2Cl)c(C)c1` gave Giardia killer 18, FBPA coupling cs -6, KCNH2 3.1 inh -26, hERG WT inh -2, B2AR arrestin -0.3%, Eya2 phos inh -1%, USP2a block 0%, uPA generation -4%, BCR signal inh inconclusive, GALK inhibitor -2% and PKM2 activator -2%.
For O=C(NNC(=O)C1CCCO1)c1ccccc1Cl (stereo not given) the results were Giardia killer 14, FBPA coupling cs -1, KCNH2 3.1 inh -7, hERG WT inh 3, B2AR arrestin 0.0%, Eya2 phos inh -8%, USP2a block 2%, uPA generation 8%, BCR signal inh inconclusive, GALK inhibitor 0% and PKM2 activator -17%.
`CC1CN(C2CCN(C(=O)c3ccccc3)CC2)CC(C)O1` (stereo not given) gave Giardia killer -1, FBPA coupling cs 7, KCNH2 3.1 inh -12, hERG WT inh -1, B2AR arrestin 0.4%, Eya2 phos inh 3%, USP2a block 0%, uPA generation 0%, BCR signal inh 9%, GALK inhibitor 2% and PKM2 activator -3%.
For CN1N=C2c3ccccc3CCCC2C1c1ccc(F)cc1 (stereo not given) the results were Giardia killer 31[activator], FBPA coupling cs 3, KCNH2 3.1 inh -3, hERG WT inh 0, B2AR arrestin -1.0%, Eya2 phos inh -1%, USP2a block -2%, uPA generation 4%, BCR signal inh 8% and PKM2 activator 18%.
CC1CCCC(C)N1C(=O)COC(=O)Cc1c[nH]c2ccccc12 (stereo not given) was read as Giardia killer 26, KCNH2 3.1 inh 16, hERG WT inh -5, B2AR arrestin -0.3%, Eya2 phos inh -18%, USP2a block 0%, uPA generation 1% and BCR signal inh -1%.
Screening COC(=O)c1cnn(-c2nc(OC)cc(OC)n2)c1C returned Giardia killer 18, FBPA coupling cs 0, KCNH2 3.1 inh 5, hERG WT inh 2, B2AR arrestin -0.8%, Eya2 phos inh 7%, USP2a block 4%, uPA generation -5%, BCR signal inh 1%, GALK inhibitor 1% and PKM2 activator 2%.
For CC(C)C(=O)N1N=C2CCCCC2C1(O)C(F)(F)F (stereo not given) the results were Giardia killer -5, FBPA coupling cs 2, KCNH2 3.1 inh -8, hERG WT inh -10, B2AR arrestin -0.2%, Eya2 phos inh 2%, USP2a block -1%, uPA generation -4%, BCR signal inh inconclusive, GALK inhibitor 0% and PKM2 activator -8%.
For Cc1c(C(=O)O)nnn1-c1ccccc1 the results were Giardia killer -17, FBPA coupling cs 1, KCNH2 3.1 inh 28, hERG WT inh 5, B2AR arrestin -0.9%, Eya2 phos inh -24%, USP2a block 2%, uPA generation -3%, BCR signal inh 4%, GALK inhibitor 0% and PKM2 activator -2%.
For COc1ccc(NC(=O)c2cccc(N3C(=O)C4C5C=CC(C6CC56)C4C3=O)c2)c(OC)c1 (stereo not given) the results were Giardia killer -15, KCNH2 3.1 inh -6, hERG WT inh 8, B2AR arrestin 0.1%, Eya2 phos inh -13%, USP2a block -2%, uPA generation -1%, BCR signal inh inconclusive and GALK inhibitor -3%.
COc1cc(/C=C/c2cc(OC(C)=O)c3ccccc3n2)c(OC(C)=O)c([N+](=O)[O-])c1 was read as Giardia killer -4, FBPA coupling cs 6, KCNH2 3.1 inh -13, hERG WT inh -5, B2AR arrestin -0.4%, Eya2 phos inh -3%, USP2a block 2%, uPA generation 1%, BCR signal inh inconclusive, GALK inhibitor 2% and PKM2 activator 14%.
